# TDP1 cell noCPT: qHTS for Inhibitors of human tyrosyl-DNA phosphodiesterase 1 (TDP1): qHTS in cells in absence of CPT | AID 686978, 2013 | hit rate 15% among 420,000 | Potency, µM (highest dose often 46.2 µM), inactives show top-dose activity change, negative = growth inhibition, hits mostly inhibitors | DT40 Tdp1-/- hTDP1 cells, no CPT, ATP luminescence, 48 h; note: nearly all actives have a fitted effect of over 55% in size
#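 No-CPT arm: Tdp1-/-;hTDP1 DT40 cells (400/well) plus compounds, incubated ≥48 hr at 37 °C. Readout CellTiter-Glo luminescence.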
# GCN5L2 inh: qHTS Assay for Inhibitors of GCN5L2; Histone acetyltransferase KAT2A (Homo sapiens), Q92830; GCN5L2 HAT assay, ThioGlo1 CoA-SH fluorescence; Potency, µM (doses to about 58.9 µM), for inactives: at the highest dose activity change, negative = inhibition, hits mostly inhibitors; hit rate 0.21% among 390,000; AID 504327, 2011
# Target sequence (Q92830 whole entry, looked up): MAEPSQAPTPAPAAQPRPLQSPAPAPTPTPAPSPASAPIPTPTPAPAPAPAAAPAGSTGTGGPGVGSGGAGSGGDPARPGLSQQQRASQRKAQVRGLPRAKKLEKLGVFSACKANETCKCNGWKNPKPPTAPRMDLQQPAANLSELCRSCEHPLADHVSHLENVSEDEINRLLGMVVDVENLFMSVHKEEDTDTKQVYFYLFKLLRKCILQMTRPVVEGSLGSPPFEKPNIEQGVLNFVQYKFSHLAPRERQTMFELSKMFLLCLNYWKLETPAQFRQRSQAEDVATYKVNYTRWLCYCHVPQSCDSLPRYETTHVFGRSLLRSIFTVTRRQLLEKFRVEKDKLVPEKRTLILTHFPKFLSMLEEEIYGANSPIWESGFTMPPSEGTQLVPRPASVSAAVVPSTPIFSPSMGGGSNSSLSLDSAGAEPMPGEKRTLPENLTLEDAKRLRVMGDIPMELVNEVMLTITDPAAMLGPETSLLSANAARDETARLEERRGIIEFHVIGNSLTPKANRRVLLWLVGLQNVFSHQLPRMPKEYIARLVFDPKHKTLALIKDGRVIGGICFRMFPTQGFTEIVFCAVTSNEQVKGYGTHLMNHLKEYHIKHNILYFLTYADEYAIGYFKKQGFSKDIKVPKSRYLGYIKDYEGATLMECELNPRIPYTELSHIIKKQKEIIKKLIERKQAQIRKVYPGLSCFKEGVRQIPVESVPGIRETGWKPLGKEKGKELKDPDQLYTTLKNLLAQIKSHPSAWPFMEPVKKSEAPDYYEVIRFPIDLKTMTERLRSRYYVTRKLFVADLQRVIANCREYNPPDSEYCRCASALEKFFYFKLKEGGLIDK
#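 Compounds, pin-transferred from DMSO stocks, meet 20nM GCN5L2 for 15 min before the reaction begins with H3(1-25) peptide (75uM) and acetyl-CoA (70uM). Thiol-reactive ThioGlo1 reports CoA release over 20 min at room temperature.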
# TDP1 cell CPT: qHTS for Inhibitors of human tyrosyl-DNA phosphodiesterase 1 (TDP1): qHTS in cells in presence of CPT | chicken DT40 Tdp1-/-;hTDP1 cells + 20 nM CPT, ATP luminescence, 48 h | Potency, µM (doses to about 46.2 µM), for the others: top-dose activity change, negative = growth inhibition, most hits filed as inhibitors | hit rate 12% among 420,000; note: nearly all actives have a fitted effect of over 55% in size
#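 Chicken DT40 Tdp1-/- cells stably complemented with human TDP1 were seeded at 400 cells/well in medium containing 20 nM camptothecin, exposed to pin-transferred compounds, and grown at 37 °C for at least 48 hr. Viability was read as ATP luminescence.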
# Starred values were filed as active, the others as inactive; ? = inconclusive; . = not tested or not shown; & = joins results of further samples; [ ] = another dose, or the depositor's remark. Calls come from the whole dose curve; as a rule, active = well fitted curve in the direction sought with a large enough effect; inconclusive = small, poorly fitted or top-dose-only effect, or another doubt; inactive = no such curve, though single readings can be large; an effect the other way counts as inactive or inconclusive. % is set by controls: 0 for no effect and ±100 for the full control effect; potency is the fitted concentration of half-maximal effect. An excerpt. The share of hits here may be higher or lower than overall.
> CCN(CC)CCOC(=O)c1cc2cc(COC)ccc2o1
  TDP1 cell noCPT: 3%; GCN5L2 inh: 2%; TDP1 cell CPT: -2%
> CC(C)NC(=O)N1CCC2(CCNCC2)CC1
  TDP1 cell noCPT: -12%; GCN5L2 inh: -10%; TDP1 cell CPT: 6%
> O=C(COc1ccccc1Cl)N1CCN(CCc2ccncc2)CC1
  TDP1 cell noCPT: -19%; GCN5L2 inh: -9%; TDP1 cell CPT: -10%
> COc1ccc(OC(=O)N(C)C[C@@H]2OCc3cnnn3CCCC(=O)N([C@@H](C)CO)C[C@H]2C)cc1
  TDP1 cell noCPT: 6%; GCN5L2 inh: .; TDP1 cell CPT: 5%
> O=C(O)c1ccc(N=Cc2c(O)[nH]c(=O)[nH]c2=O)cc1
  TDP1 cell noCPT: 2%; GCN5L2 inh: 0%; TDP1 cell CPT: 10%
> Cc1nn(Cc2ccccc2)c(C)c1C(=O)NCc1ccccc1F
  TDP1 cell noCPT: -20%; GCN5L2 inh: -1%; TDP1 cell CPT: -3%
> Cc1cc(C(=O)OCC(=O)Nc2ccc(F)cc2F)c(C)n1C1CC1
  TDP1 cell noCPT: ?; GCN5L2 inh: -3%; TDP1 cell CPT: ?
> CSc1ncc(Cl)c(C(=O)O)n1
  TDP1 cell noCPT: -2%; GCN5L2 inh: -1%; TDP1 cell CPT: -5%
> CN1CCN(c2cc3c(nn2)Oc2ccccc2N3C)CC1
  TDP1 cell noCPT: ?; GCN5L2 inh: -21%; TDP1 cell CPT: 8%
> CCOC(=O)[C@]12Cc3cc(C)ccc3[C@H]1N(C1CCCCC1)C(=O)c1ccccc12
  TDP1 cell noCPT: 2.9µM*; GCN5L2 inh: .; TDP1 cell CPT: 2.3µM*
> O=C(NCc1ccc(C(=O)N2CCC3(CC2)OCCO3)cc1)c1cccc(Br)c1
  TDP1 cell noCPT: -28%; GCN5L2 inh: -1%; TDP1 cell CPT: ?
> CCOP(=O)(OCC)C(NC(=O)CC(C)C)C(Cl)(Cl)Cl (stereo not given)
  TDP1 cell noCPT: 6%; GCN5L2 inh: -6%; TDP1 cell CPT: 10%
> C[C@H]1COc2cccc(N3CCN(C)CC3)c2S(=O)(=O)N1
  TDP1 cell noCPT: -8%; GCN5L2 inh: .; TDP1 cell CPT: -10%
> CCN1CCN(C(=O)Cc2ccc(C)cc2)CC1
  TDP1 cell noCPT: 14%; GCN5L2 inh: -4%; TDP1 cell CPT: 9%
> O=C1CN(O)C(c2ccccc2)=c2cc(Br)ccc2=N1
  TDP1 cell noCPT: -30%; GCN5L2 inh: -5%; TDP1 cell CPT: 0%

# Entries listed so far containing four or more nitrogen atoms (2):
> COc1ccc(OC(=O)N(C)C[C@@H]2OCc3cnnn3CCCC(=O)N([C@@H](C)CO)C[C@H]2C)cc1
  TDP1 cell noCPT: 6%; GCN5L2 inh: .; TDP1 cell CPT: 5%
> CN1CCN(c2cc3c(nn2)Oc2ccccc2N3C)CC1
  TDP1 cell noCPT: ?; GCN5L2 inh: -21%; TDP1 cell CPT: 8%

# Additional results follow.
> CC(=NCCCn1ccnc1)c1c(O)n(-c2ccccc2)c(=O)[nH]c1=O
  TDP1 cell noCPT: -2%; GCN5L2 inh: -9%; TDP1 cell CPT: 1%
> CCOC(=O)c1cc(-c2ccccc2)n(CCCC(=O)Nc2ccc(C)c(C)c2)c1C
  TDP1 cell noCPT: 3.7µM*; GCN5L2 inh: -12%; TDP1 cell CPT: 16µM*
> CCC1CN1P(=O)(Oc1ccc(Cl)cc1)N1CC1CC (stereo not given)
  TDP1 cell noCPT: ?; GCN5L2 inh: .; TDP1 cell CPT: ?
> C#C[C@]1(O)CCC2C3C(=O)C=C4C=CCC[C@]4(C)C3CC[C@@]21C (stereo not given in full)
  TDP1 cell noCPT: ?; GCN5L2 inh: .; TDP1 cell CPT: -23%
> Cc1ccc(C(O)(C(=O)OC(C)C)C(O)c2ccc(F)cc2)cc1 (stereo not given)
  TDP1 cell noCPT: 21µM*; GCN5L2 inh: .; TDP1 cell CPT: ?
> C=CC[C@@H](CC(=O)N[C@@H](CO)Cc1ccccc1)C(=O)NCCOC(=O)[C@@H](CC=C)Cc1ccc(F)cc1
  TDP1 cell noCPT: -3%; GCN5L2 inh: -15%; TDP1 cell CPT: 8%
> O=C1NC(=O)N(c2cccc(Br)c2)C(=O)/C1=C/c1ccsc1
  TDP1 cell noCPT: ?; GCN5L2 inh: -17%; TDP1 cell CPT: ?
> CCN(CC)CCN1Cc2ccccc2C1=N
  TDP1 cell noCPT: -29%; GCN5L2 inh: -5%; TDP1 cell CPT: 2%
> CC(C)c1ccc(Oc2cccc3c2S(=O)(=O)N(C2CCCC2)CC(COCc2ccccc2)O3)cc1 (stereo not given)
  TDP1 cell noCPT: 9.2µM*; GCN5L2 inh: .; TDP1 cell CPT: 10µM*
> CCC(C)N1Cc2ccccc2C1=N (stereo not given)
  TDP1 cell noCPT: -1%; GCN5L2 inh: -1%; TDP1 cell CPT: 2%
> COC(=O)C1=C(c2cccc(OCc3ccccc3)c2)C[C@@H]2CC[C@H]1N2C(=O)NCc1ccc(OC)c(OC)c1
  TDP1 cell noCPT: 15µM*; GCN5L2 inh: -17%; TDP1 cell CPT: 16µM*
> COC(=O)C1=C(c2ccc(F)cc2OCc2ccccc2)C[C@@H]2CC[C@H]1N2C(=O)NCc1ccc(C(F)(F)F)cc1
  TDP1 cell noCPT: ?; GCN5L2 inh: -17%; TDP1 cell CPT: 23µM*
> C/C(=N\Nc1ccccc1)c1c(O)n(C)c(=O)n(C)c1=O
  TDP1 cell noCPT: -7%; GCN5L2 inh: -4%; TDP1 cell CPT: 4%
> COc1cccc(C(=O)NCc2nc(-c3cccc(NC(=O)c4ccoc4C)c3)oc2C)c1
  TDP1 cell noCPT: ?; GCN5L2 inh: .; TDP1 cell CPT: 11%[9.04 µM]
> CCCCNC(=O)NC(C(N)=O)P(=O)(OCC)OCC (stereo not given)
  TDP1 cell noCPT: 17%; GCN5L2 inh: 1%; TDP1 cell CPT: 20%

# Single records (already shown). Order of screens: TDP1 cell noCPT | GCN5L2 inh | TDP1 cell CPT
# `CC(C)c1ccc(Oc2cccc3c2S(=O)(=O)N(C2CCCC2)CC(COCc2ccccc2)O3)cc1` (stereo not given) as listed: 9.2µM* | . | 10µM*
# `CC(C)NC(=O)N1CCC2(CCNCC2)CC1` as listed: -12% | -10% | 6%
# `CCN(CC)CCN1Cc2ccccc2C1=N` as listed: -29% | -5% | 2%
# `CCN(CC)CCOC(=O)c1cc2cc(COC)ccc2o1` as listed: 3% | 2% | -2%
# `CC(=NCCCn1ccnc1)c1c(O)n(-c2ccccc2)c(=O)[nH]c1=O` as listed: -2% | -9% | 1%

# Continuation.
> CC(=NCCN1CCOCC1)c1c(O)n(Cc2ccccc2)c(=O)[nH]c1=O
  TDP1 cell noCPT: -1%; GCN5L2 inh: -4%; TDP1 cell CPT: -1%
> CCn1cc(CN2CCCC(C(=O)c3sccc3C)C2)cn1 (stereo not given)
  TDP1 cell noCPT: ?; GCN5L2 inh: -5%; TDP1 cell CPT: -11%
> C=CCNc1nnc(Sc2ncccc2[N+](=O)[O-])s1
  TDP1 cell noCPT: 7.3µM*; GCN5L2 inh: -4%; TDP1 cell CPT: 5.2µM*
> CSC(=Nc1ccccc1)c1c(O)n(C)c(=O)n(C)c1=O
  TDP1 cell noCPT: -8%; GCN5L2 inh: -9%; TDP1 cell CPT: -12%
> Cc1ncoc1C(=O)NCC1=C(c2ccc(S(C)(=O)=O)cc2)C[C@@H]2CC[C@H]1N2CCOc1ccccc1
  TDP1 cell noCPT: ?; GCN5L2 inh: .; TDP1 cell CPT: 3%
> CCOc1cc2[nH]c(=O)n(CCCC(=O)N3CCN(c4cccc(Cl)c4)CC3)c(=O)c2cc1OCC
  TDP1 cell noCPT: 3.3µM*; GCN5L2 inh: -3%; TDP1 cell CPT: 5.8µM*
> Cc1cc(C=C2C(=O)NC(=O)NC2=O)c(C)n1-c1ccc2c(c1)OCO2
  TDP1 cell noCPT: -3%; GCN5L2 inh: 41%[activator]; TDP1 cell CPT: -18%
> Nc1c(C(=O)NCc2ccco2)c2nc3ccccc3nc2n1CCN1CCOCC1
  TDP1 cell noCPT: ?; GCN5L2 inh: -18%; TDP1 cell CPT: ?
> CN1CCC(=O)N(CCN=[N+]=[N-])CC1
  TDP1 cell noCPT: 10%&-1%; GCN5L2 inh: -3%; TDP1 cell CPT: 2%&15%
> O=[N+]([O-])c1cc(Cl)c(O)c(-[n+]2c(-c3ccccc3)cc(-c3ccccc3)cc2-c2ccccc2)c1
  TDP1 cell noCPT: 8.2µM*; GCN5L2 inh: -10%; TDP1 cell CPT: 13µM*
> CC(=O)c1cccc(NC(=O)N2C[C@H]3C[C@@H](C2)c2cccc(=O)n2C3)c1
  TDP1 cell noCPT: 19%; GCN5L2 inh: ?; TDP1 cell CPT: 1%
> COc1ccc(C2NCCc3[nH]cnc32)cc1 (stereo not given)
  TDP1 cell noCPT: -4%; GCN5L2 inh: -2%; TDP1 cell CPT: 18%
> CC12CCC3C(CCC4C/C(=N/O)CCC43C)C1CCC2O (stereo not given)
  TDP1 cell noCPT: 7%; GCN5L2 inh: 0%; TDP1 cell CPT: -3%
> CCC(=NCCCn1ccnc1)c1c(O)n(Cc2ccccc2)c(=O)[nH]c1=O
  TDP1 cell noCPT: -38%; GCN5L2 inh: -1%; TDP1 cell CPT: -18%
> COc1ccc(C2Oc3c(I)c(OC)cc(OC)c3CC2O)cc1OC (stereo not given)
  TDP1 cell noCPT: -15%; GCN5L2 inh: 1%; TDP1 cell CPT: -8%

# An excerpt from above in order of heavy-atom count, low to high.
> CSC(=Nc1ccccc1)c1c(O)n(C)c(=O)n(C)c1=O
  TDP1 cell noCPT: -8%; GCN5L2 inh: -9%; TDP1 cell CPT: -12%
> Nc1c(C(=O)NCc2ccco2)c2nc3ccccc3nc2n1CCN1CCOCC1
  TDP1 cell noCPT: ?; GCN5L2 inh: -18%; TDP1 cell CPT: ?
> O=[N+]([O-])c1cc(Cl)c(O)c(-[n+]2c(-c3ccccc3)cc(-c3ccccc3)cc2-c2ccccc2)c1
  TDP1 cell noCPT: 8.2µM*; GCN5L2 inh: -10%; TDP1 cell CPT: 13µM*

# Later entries.
> C#CCOc1ccc2c(c1)c(C(C)=O)c(C)n2Cc1ccccc1
  TDP1 cell noCPT: ?; GCN5L2 inh: -6%; TDP1 cell CPT: -30%
> CC(C)c1ccc(OCC(=O)Nc2cc(-c3nc4ncccc4o3)ccc2Cl)cc1
  TDP1 cell noCPT: 6.5µM*; GCN5L2 inh: -9%; TDP1 cell CPT: ?
> COc1ccc2c(c1)c(C(=O)C(C)N1CCCCC1)c(C)n2C (stereo not given)
  TDP1 cell noCPT: 15%; GCN5L2 inh: -1%; TDP1 cell CPT: -3%
> CN(Cc1c[nH]c2ccccc12)C1CCCCC1
  TDP1 cell noCPT: 1.2µM*; GCN5L2 inh: 1%; TDP1 cell CPT: 0.41µM*
> COc1ccc(C(=O)N2CCCC2=O)cc1
  TDP1 cell noCPT: 7%&-6%&-10%&-4%; GCN5L2 inh: -5%&3%; TDP1 cell CPT: -1%&-3%&1%&14%
> Cc1cc(C=C2C(=O)N(C)C(=S)N(C)C2=O)c(C)n1-c1cccnc1
  TDP1 cell noCPT: ?; GCN5L2 inh: -14%; TDP1 cell CPT: ?
> COc1cc(N2CCOCC2)ccc1/C=C1\C(=O)NC(=O)N(C2CCCCC2)C1=O
  TDP1 cell noCPT: 6%; GCN5L2 inh: -4%; TDP1 cell CPT: -1%
> Cc1c(C=O)c2ccccc2n1Cc1ccccc1
  TDP1 cell noCPT: -26%; GCN5L2 inh: -11%; TDP1 cell CPT: -5%
